# PAFAH1B3 inh = PAFAH1B3 enzyme inhibitors, primary screen, biochemical, fluorescence polarization, human. Platelet-activating factor acetylhydrolase IB subunit alpha1 (Homo sapiens), Q15102. recombinant PAFAH1B3, FP-rhodamine probe. inhibition, % at 3.39 µM. hit rate 0.28% among 340,000;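 active means inhibition above the screen-wide average of all tested compounds plus 3 SD, cut at about 25% in these data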;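 further: 0% = enzyme with DMSO only and 100% = wells lacking PAFAH1B3 protein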
# LYPLA1 inh = LYPLA1 inhibitors, primary screen, counter-screen for PME1 inhibitor project, biochemical, fluorescence polarization, FP-Rh probe ABPP. recombinant LYPLA1. inhibition, % at 5.9 µM. hit rate 0.16% among 320,000. AID 2174, 2009;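 active means inhibition above the mean of all tested compounds plus 3 SD, set per campaign, cut at about 14% in these data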;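 further: inhibitors block serine hydrolase probe labeling of LYPLA1 so polarization falls; 0% = enzyme with DMSO and 100% = wells lacking LYPLA1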
# LYPLA2 inh = LYPLA2 inhibitors, primary screen, counter-screen for PME1 inhibitor project, biochemical, fluorescence polarization, FP-Rh probe ABPP; inhibition, % at 5.9 µM; hit rate 0.38% among 320,000; recombinant LYPLA2;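 active means inhibition above the screen-wide mean plus 3 SD, limit set per campaign, cut at about 26% in these data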;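 further: 0% = LYPLA2 with DMSO and 100% = wells lacking LYPLA2 enzyme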
# ZTA counter = blocks Epstein-Barr virus ZTA, an EBNA-1 counter-screen; P03206; ZTA-DNA binding, fluorescence polarization; inhibition, % at 11 µM; hit rate 0.15% among 320,000; AID 2234; in the data active means inhibition above about 33%
# Target sequence (P03206 whole entry, looked up): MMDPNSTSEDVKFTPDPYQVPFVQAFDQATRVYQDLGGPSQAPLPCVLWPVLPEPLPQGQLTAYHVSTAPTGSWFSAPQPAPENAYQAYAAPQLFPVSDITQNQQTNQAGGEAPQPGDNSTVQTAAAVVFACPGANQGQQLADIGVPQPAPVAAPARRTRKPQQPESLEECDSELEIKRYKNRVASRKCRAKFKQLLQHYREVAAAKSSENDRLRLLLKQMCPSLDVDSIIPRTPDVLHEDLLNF
# PAFAH2 FP inh = PAFAH2 enzyme inhibitors, primary screen, biochemical, fluorescence polarization, human; recombinant PAFAH2, FP-rhodamine activity probe; inhibition, % at 3.39 µM; hit rate 0.99% among 340,000; AID 492956, 2010;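 active means inhibition above the mean over all tested compounds plus 3 SD, cut at about 30% in these data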;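 further: inhibitors block probe labeling of enzyme so polarization drops; 0% = enzyme with DMSO and 100% = wells lacking PAFAH2 protein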
# PREPL inh = PREPL enzyme inhibitors, primary screen, biochemical, fluorescence polarization; Prolyl endopeptidase-like (Homo sapiens), Q4J6C6; recombinant PREPL, fluorescence polarization activity-based probe; inhibition, % at 5.96 µM; hit rate 0.68% among 320,000; in the data active means inhibition above about 43%;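 further: 0% = enzyme with DMSO and 100% = wells lacking enzyme; many of its hits are not listed in these tables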
# EBNA-1 inh = EBNA-1 DNA-binding inhibitors, primary screen, biochemical, fluorescence polarization | hit rate 0.34% among 300,000 | AID 1950, 2009 | inhibition, % at 14.8 µM; in the data active means inhibition above about 28%
# pPAFAH FP inh = pPAFAH enzyme inhibitors, primary screen, biochemical, fluorescence polarization, human; hit rate 1.5% among 330,000; recombinant pPAFAH, FP-rhodamine probe fluorescence polarization; Platelet-activating factor acetylhydrolase (Homo sapiens), Q13093; inhibition, % at 3.39 µM; AID 463082, 2010;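 active means inhibition above the mean inhibition across the screen plus 3 SD, cut at about 25% in these data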;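 further: inhibitors block binding of the rhodamine activity-based probe so polarization drops; 0% = enzyme with DMSO and 100% = wells lacking pPAFAH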
# Target sequence (Q13093 whole entry, looked up): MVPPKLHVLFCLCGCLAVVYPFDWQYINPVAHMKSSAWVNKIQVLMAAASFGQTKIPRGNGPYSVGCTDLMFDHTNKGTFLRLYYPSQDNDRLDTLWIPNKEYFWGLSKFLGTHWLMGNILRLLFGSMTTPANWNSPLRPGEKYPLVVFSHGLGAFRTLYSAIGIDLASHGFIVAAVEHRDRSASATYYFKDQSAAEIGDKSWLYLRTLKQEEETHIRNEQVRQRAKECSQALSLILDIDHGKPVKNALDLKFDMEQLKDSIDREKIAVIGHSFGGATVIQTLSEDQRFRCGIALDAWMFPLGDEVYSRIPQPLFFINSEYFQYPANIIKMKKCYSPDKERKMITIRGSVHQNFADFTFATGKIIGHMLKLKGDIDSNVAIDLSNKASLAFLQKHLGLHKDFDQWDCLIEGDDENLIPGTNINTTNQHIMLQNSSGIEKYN
# PAFAH1B2 FP inh = PAFAH1B2 enzyme inhibitors, primary screen, biochemical, fluorescence polarization, human. Platelet-activating factor acetylhydrolase IB subunit alpha2 (Homo sapiens), P68402. recombinant PAFAH1B2, FP-rhodamine activity probe. inhibition, % at 3.39 µM. hit rate 1.2% among 340,000. AID 492953, 2010;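 active means inhibition above the mean of all tested compounds plus 3 SD, cut at about 24% in these data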;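 further: 0% = enzyme with DMSO and 100% = wells lacking PAFAH1B2; many of its hits are not listed in these tables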
# Target sequence (P68402 whole entry, looked up): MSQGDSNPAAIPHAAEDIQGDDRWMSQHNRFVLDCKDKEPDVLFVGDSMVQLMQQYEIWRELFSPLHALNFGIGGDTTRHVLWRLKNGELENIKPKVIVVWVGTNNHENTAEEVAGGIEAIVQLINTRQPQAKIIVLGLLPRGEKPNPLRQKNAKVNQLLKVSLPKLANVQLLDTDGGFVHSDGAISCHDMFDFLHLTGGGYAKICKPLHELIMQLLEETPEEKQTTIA
# * marks the source's active call; other numbers are inactive results; / = no result given. An excerpt, so the mix of outcomes need not match the whole.
SMILES,PAFAH1B3 inh,LYPLA1 inh,LYPLA2 inh,ZTA counter,PAFAH2 FP inh,PREPL inh,EBNA-1 inh,pPAFAH FP inh,PAFAH1B2 FP inh
C1CCCN(c2nc3nonc3nc2N2CCCCCC2)CC1,11,-1,-11,14,6,7,10,6,5
COc1cc(O)c(C(CCN2CCCCC2)c2cc(OC)c(OC)c(OC)c2)c(OC)c1 (centres undefined),-8,3,2,15,-6,26,-3,5,-2
CCOC(=O)c1cccc(NC(=O)CN2C(=O)C3CC=CCC3C2=O)c1 (centres undefined),1,-3,4,1,24,-1,0,2,-2
COC(=O)c1ccc(N2CCN(C)CC2)c(NC(=O)COc2ccccc2Cl)c1,1,-1,1,-1,7,-5,-13,-1,2
CCOc1cc(/C=C2\N=C3CCCCCN3C2=O)ccc1O,-2,-3,-2,8,-9,12,-10,-3,0
Cc1cc(NS(=O)(=O)c2ccc(NC(=O)C3CCCCC3)cc2)no1,8,2,8,-8,3,19,8,1,0
Cc1cc(C)cc(N2C(=O)CN(Cc3sccc3C)C2=S)c1,-7,-1,0,5,-8,3,16,8,0
O=C(CSc1nc(SCC(=O)NCc2ccccc2)n(-c2ccccc2)n1)NCc1ccccc1,7,-1,7,-3,7,-5,-13,15,3
COc1ccc(OCC(O)COc2ccc(C(=O)O)cc2)cc1 (centres undefined),4,5,7,2,8,-3,-2,2,7
Nc1nc2cc(S(=O)(=O)NC3=NCCCCC3)ccc2s1,3,3,-1,-5,-6,14,-10,4,3
COc1ccc(CCNC(=O)CS(=O)Cc2nc(-c3ccc(C)cc3)oc2C)cc1OC (centres undefined),7,0,3,7,3,-1,-3,1,4
COc1ccccc1NC(=O)NCCCl,4,0,-2,-5,3,7,0,1,-3
Cc1ccc(C)c(S(=O)(=O)N2CCN(C(=O)C3CCN(C(=O)c4ccc(F)cc4)CC3)CC2)c1,4,0,0,2,4,13,-1,6,0
COc1ccc(NC(=O)C2CCCN(C(=O)Nc3cccc(OC)c3)C2)cc1 (centres undefined),9,3,0,4,11,9,-2,-1,6
CCNC(=O)C(=O)c1c(-c2ccccc2)[nH]c2ccccc12,7,-3,-2,11,-4,0,-2,3,4
COc1ccc(-c2ccc(N(C)C)cc2)cc1[C@H]1[C@H]2C=CC[C@@H](C)[C@@H]2C(=O)N1Cc1ccccc1,-6,2,-2,-20,-1,4,-1,0,8
O=C(c1ccc(CN2CCOCC2)cc1)N1CCN(c2cccc(Cl)c2)CC1,7,-1,9,-7,-6,19,6,3,4
C[C@@]12C(=O)Nc3ccc(F)cc3C(=O)N1[C@H]1c3cc(Cl)ccc3OC[C@@H]1[C@@H]2c1ccccc1,-20,/,/,/,-38,-6,/,-12,-26
COc1cccc(N2CC(C(=O)N3CCC4(CC3)CC(=O)c3ccccc3O4)CC2=O)c1 (centres undefined),-1,2,-3,-2,-3,9,-15,-5,5
CCCCn1c(N)c(N(CC)C(=O)C2CCC2)c(=O)[nH]c1=O,-1,-3,-1,-8,-1,3,/,0,5
NC(=O)C1(NC(=O)[C@@H]2CC3(CC(c4cccc(NC(=O)[C@@H]5CCC(=O)N5)c4)=NO3)CN2C(=O)c2cnccn2)CC1 (some centres undefined),4,4,9,-5,-2,-5,-6,-1,3
O=C(c1ccc(F)cc1)N1CCN2C(=O)c3ccccc3C12c1ccc(Cl)cc1 (centres undefined),-8,1,-8,-9,-2,-1,-12,0,-7
CC1CCCC(C)N1C(=O)CSc1nnc(CSc2ncccn2)n1C (centres undefined),7,3,-6,-8,-6,12,-3,0,-2
S=C(NCCc1cnc[nH]1)NC1CCCC1,2,-1,2,12,2,17,-2,4,3
O=C(OCc1ccc(Cl)c(Cl)c1)c1cnccn1,5,1,2,9,-3,9,2,8,1

# 4 records drawn at random from the list so far:
SMILES,PAFAH1B3 inh,LYPLA1 inh,LYPLA2 inh,ZTA counter,PAFAH2 FP inh,PREPL inh,EBNA-1 inh,pPAFAH FP inh,PAFAH1B2 FP inh
COc1ccc(CCNC(=O)CS(=O)Cc2nc(-c3ccc(C)cc3)oc2C)cc1OC (centres undefined),7,0,3,7,3,-1,-3,1,4
CCOc1cc(/C=C2\N=C3CCCCCN3C2=O)ccc1O,-2,-3,-2,8,-9,12,-10,-3,0
O=C(OCc1ccc(Cl)c(Cl)c1)c1cnccn1,5,1,2,9,-3,9,2,8,1
Cc1ccc(C)c(S(=O)(=O)N2CCN(C(=O)C3CCN(C(=O)c4ccc(F)cc4)CC3)CC2)c1,4,0,0,2,4,13,-1,6,0

# New compounds follow.
SMILES,PAFAH1B3 inh,LYPLA1 inh,LYPLA2 inh,ZTA counter,PAFAH2 FP inh,PREPL inh,EBNA-1 inh,pPAFAH FP inh,PAFAH1B2 FP inh
CC(C)CC(c1nnnn1C(C)C)N1CCN(C(=O)c2ccco2)CC1 (centres undefined),10,1,-3,-1,-4,-5,-10,2,4
Cc1ccccc1NC(=O)C1CCCN(c2nnc(N3CCCC3=O)s2)C1 (centres undefined),2,0,1,-1,0,19,-3,-1,-13
CCN1CCN(C(=O)Cn2nc(-c3ccc(Cl)cc3)ccc2=O)CC1,5,5,9,-18,2,27,6,4,3
CCn1c(CNC(=O)Cc2ccc(OC)cc2)n[nH]c1=S,3,-4,4,-3,0,-7,-2,-1,2
COc1ccc(CNC(=O)COC(=O)c2cc(-c3cccs3)nc3ccccc23)cc1OC,-1,-6,-8,4,-11,-7,-5,-5,2
O=C(CSc1ccccc1F)NC(=O)NCc1ccco1,-5,-3,3,-7,-5,3,2,21,4
Cc1cc(Nc2c(C)n(C)n(-c3ccccc3)c2=O)n2c(nc3ccccc32)c1C#N,1,-3,-1,2,-2,7,9,3,5
CNc1ccc(Br)cc(C(=O)/C=C/c2cc(OC)ccc2OC)c1=O,18,-1,8,3,27,14,1,38*,1
COC(=O)C1=CN(c2ccc(F)cc2)C=C(C(=O)OC)C1c1cccc([N+](=O)[O-])c1,-9,-4,-12,-6,-6,17,1,1,9
COc1ccc(CCNC(=O)COC(=O)c2cnc(Cl)c(Cl)c2)cc1,14,/,/,/,-2,21,/,4,9
Cn1c(N)c(C(=O)COC(=O)c2cc(S(=O)(=O)N3CCOCC3)ccc2F)c(=O)n(C)c1=O,6,/,/,/,11,18,/,8,3
CCOC(=O)c1c(NC(C)=O)sc2c(O)c(CN3CCN(CC)CC3)ccc12,4,2,4,5,-4,13,1,4,2
CCOC(=O)c1nnc(-c2ccc(C)cc2)nc1Oc1ccccc1Cl,-1,-2,3,3,23,-5,6,0,9
COc1ccc(NC(=O)NNC(=O)c2ccc(Cl)cc2Cl)cc1OC,3,1,6,-31,3,10,4,-1,6
COc1ccc(C)cc1NC(=O)C(OC(=O)c1ccc(Cl)c(S(=O)(=O)N(C)c2ccccc2)c1)c1ccccc1 (centres undefined),-6,-8,-5,-18,-6,0,-1,7,3
CCOC(=O)CSc1nc2ccccc2c(=O)n1CC(C)C,0,-1,-1,6,-2,11,-22,1,0
COc1ccccc1N1C(=O)C2C(c3ccccc3F)NN(C(=O)c3ccc(C)cc3)C2C1=O (centres undefined),9,-1,-2,7,3,-2,5,3,0
COc1cc(Cl)c(S(=O)(=O)NCCCn2ccnc2)cc1Cl,6,-5,-8,4,0,2,4,0,4
CC1=C(C(N)=O)C(c2cccs2)n2nc(-c3cccc(C)c3)nc2N1 (centres undefined),7,2,1,-3,9,8,1,5,1
O=C1NC2(CCCCCC2)C(=O)N1Cc1ccc([N+](=O)[O-])cc1,-4,-6,-3,8,6,8,-3,3,12
O=C(CNS(=O)(=O)c1ccccc1)N1CCc2ccccc2C1,-4,-3,-1,-14,-1,-45,-11,-1,-3
CC(=O)Nc1nc(CC(C)C)cc2c1c(=O)oc1ccccc12,7,5,5,12,3,2,-9,-1,4
O=C(/C=C/c1cccs1)c1ccc(NC(=O)c2ccccc2F)cc1,2,-4,-4,4,-8,-1,-5,-1,1
CCOC(=O)C1=C(C)NC(SC)=NC1c1ccccc1 (centres undefined),11,1,1,-3,5,1,1,3,6
CN(CC(=O)NC(=O)NC1CCCCC1)CC(=O)Nc1ccc(OC(F)(F)F)cc1,1,4,11,19,10,9,/,10,10
SMILES,PAFAH1B3 inh,LYPLA1 inh,LYPLA2 inh,ZTA counter,PAFAH2 FP inh,PREPL inh,EBNA-1 inh,pPAFAH FP inh,PAFAH1B2 FP inh
Cn1cc(S(=O)(=O)Nc2ccc(Oc3ccccc3)cc2)c(=O)n(C)c1=O,-2,-3,1,-9,-1,0,6,9,5
COc1cc(C(=O)NNC(=O)Nc2ccc([N+](=O)[O-])cc2)cc(OC)c1OC,-3,3,-1,4,-1,2,-2,1,-6
O=c1ccnc(SCCC(F)=C(F)F)[nH]1,-6,1,-1,5,-8,4,5,1,1
CCCOc1ccc(C(=O)O)cc1,5,3,0,13,6,-4,9,1,10
COC(=O)CCN1CCN(S(=O)(=O)c2ccc3c(c2)OCCO3)CC1,8,2,0,-3,5,3,/,0,7
Clc1ccc(-c2nnc(-c3ccccc3)c(-c3c[nH]c4ccccc34)n2)cc1,1,-2,-8,3,-3,16,-5,-1,1
CCCc1[nH]nc2c1C(c1ccc(OC(=O)N3CCOCC3)cc1)C(C#N)=C(N)O2 (centres undefined),13,-4,2,12,5,-2,8,5,4
Cc1ccc(Cl)cc1Nc1nc(-c2cccnc2)cs1,-3,4,0,-13,8,19,-8,13,6
CN(Cc1ccccc1)CC(O)COc1ccc(CNCCc2cccnc2)cc1 (centres undefined),-1,0,7,-3,2,11,-5,1,-4
Cn1ncc(C(=O)Nc2ccc(OC(F)(F)F)cc2)c1-n1cccc1,-1,-1,0,2,-2,3,6,2,-2
CCc1cc(-c2nc(N)ncc2-c2csc(C)n2)c(O)cc1OC,8,0,4,7,17,-2,-2,-3,0
O=C(NC1CC1)c1ccc(NS(=O)(=O)c2ccccc2)cc1,12,0,-5,0,-2,14,-1,6,3
CCC(C)n1c(SCC(=O)NC(=O)c2cccn2C)nc2ccccc2c1=O (centres undefined),3,1,3,-21,-9,7,-7,0,2
Cc1ccc(S(=O)(=O)N2CCN(C(=O)c3n[nH]c4ccccc34)CC2)cc1,5,2,6,5,10,-46,/,-2,4
Cc1cc(C(=O)Nc2cccnc2)no1,11,-2,-4,-6,1,2,-5,-4,5
CCCNC(=O)C12CCC(C)(C(=O)O1)C2(C)C (centres undefined),/,-3,-1,-6,/,-4,3,1,/
Cc1cccc(Oc2ccc(NC(=O)C3=CC=CN4CCS(=O)(=O)N=C34)cc2)c1,2,-12,-8,21,1,9,/,-1,-2
O=C(c1ccc(Cl)s1)N1CCN(c2ncccn2)CC1,-3,-1,-4,-12,5,-8,3,-1,4
O=S(=O)(c1ccc(Cl)cc1)N1CCCC1c1nc2ccccc2s1 (centres undefined),-1,-1,1,-5,-1,0,-3,30*,7
O=C(Nc1ccc([N+](=O)[O-])cn1)C1CC1,1,-2,6,24,5,0,8,6,-12
CCN(CC)c1ccc(CC(=O)NC(C)Cc2ccccc2)cc1 (centres undefined),7,4,5,-11,-8,19,3,6,7
COc1cc(/C=C2/C(=N)N3C=CSC3=NC2=O)ccc1OCCOc1ccc(NC(C)=O)cc1,8,-4,-3,9,-3,-3,-3,3,-3
CN(C)CCN(C(=O)c1ccccc1Cl)c1nc2c(Cl)cccc2s1,-1,-1,0,4,-4,-41,4,6,4
O=C(N/N=C/c1cn[nH]c1-c1ccccc1)c1ccco1,3,-8,-16,12,-2,4,-10,-9,-1
CCCS(=O)(=O)N1CCN(Cc2ccc3c(c2)c2ccccc2n3CC)CC1,5,0,12,-2,-3,3,1,-1,1
